PfHsp90 set2: growth inhibition of PfHsp90-expressing yeast, primary screen, antimalarial PfHsp90 inhibitor project, S. cerevisiae, BacTiter-Glo luminescence, single point, set 2. BacTiter-Glo ATP, 48 h; yeast lacking PDR1 and PDR3 efflux regulators. inhibition, % at 9.4 µM. 310,000 tested, 0.32% active. AID 504621, 2011;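 active = every replicate shows inhibition above about 80%, whatever the replicate mean, limit read from the data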;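 also: 0% = DMSO neutral controls and 100% = 20 µM radicicol positive controls; yeast relying on Plasmodium falciparum Hsp90 in place of its own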
DSG3 Ab inh: inhibitors of pemphigus antibody binding to DSG3, primary screen, biochemical, bead-based, flow cytometry, scFv-GFP; Desmoglein-3 (Homo sapiens), P32926; 310,000 tested, 0.48% active; DSG3-coupled beads, scFv-anti-DSG3-GFP binding; stronger effect = lower value; binding (percent of control), % at 10 µM;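 active = binding more than 3 SD below its plate's average and above zero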;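 also: hits lower antibody fragment binding to DSG3; some compounds called inactive have numbers as strong as hits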
AddAB inh: growth inhibition of E. coli expressing H. pylori AddAB, primary screen, AddAB inhibitor project, absorbance. inhibition, % at 11.9 µM. 330,000 tested, 0.29% active. AID 435030, 2010; in the data active = inhibition above about 12%;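 also: 0% = vehicle wells of infected cells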
PKA-R1A activ: activators of PKA-R1A holoenzyme, primary screen, biochemical, fluorescence polarization, Cy5-IP20, bovine R1A, mouse PKAc; activation, % at 11.4 µM; cAMP-dependent protein kinase type I-alpha regulatory subunit (Bos taurus) + …; 340,000 tested, 0.083% active; PKA-R1A dissociation; scaled: DMSO 0%, 113 µM cGMP 100%;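 active = percent activation above the mean of all tested compounds plus 3 SD, cut at about 19% in these data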;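 also: higher means more PKAc released from R1A so a rise in polarization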
Mot1-301 SUMO: yeast Mot1-301 growth rescue at high temperature, primary screen, SUMOylation pathway inhibitor project, S. cerevisiae, ATP luminescence, 38.5C | S. cerevisiae Mot1-301 growth rescue; percent above DMSO median, 100 means doubled | growth rescue, % at 18.8 µM | 320,000 tested, 1% active | AID 2716, 2010;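 active = every valid replicate shows activation above 250% relative to neutral control wells; inactive = the rest, any valid replicate at or below 250%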;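 also: OY570 slx delta 5 strain wells were the positive control but not used for scaling; some compounds called inactive have numbers as strong as hits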
MOR-DOR ag: agonists of OPRM1-OPRD1 heterodimerization, primary screen, cell-based, luminescence; cells; activation, % at 9.3 µM; 340,000 tested, 0.3% active; AID 504326, 2011; in the data active = activation above about 18%;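 also: 0% = vehicle-treated cells and 100% = reference agonist; values of inactives mirror those of a sister screen read the other way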
Target sequence (P35372 whole entry, looked up): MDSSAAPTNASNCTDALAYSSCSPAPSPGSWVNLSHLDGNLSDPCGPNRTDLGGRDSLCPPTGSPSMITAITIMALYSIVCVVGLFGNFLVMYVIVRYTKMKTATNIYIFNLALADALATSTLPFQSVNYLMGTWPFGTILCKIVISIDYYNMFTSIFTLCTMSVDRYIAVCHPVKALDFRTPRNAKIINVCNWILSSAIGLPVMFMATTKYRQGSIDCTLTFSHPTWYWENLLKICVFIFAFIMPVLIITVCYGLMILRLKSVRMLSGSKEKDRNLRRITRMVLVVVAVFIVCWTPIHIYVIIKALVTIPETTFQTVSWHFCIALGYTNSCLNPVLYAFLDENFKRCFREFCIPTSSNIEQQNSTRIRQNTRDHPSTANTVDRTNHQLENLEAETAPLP
Target sequence (P41143 whole entry, looked up): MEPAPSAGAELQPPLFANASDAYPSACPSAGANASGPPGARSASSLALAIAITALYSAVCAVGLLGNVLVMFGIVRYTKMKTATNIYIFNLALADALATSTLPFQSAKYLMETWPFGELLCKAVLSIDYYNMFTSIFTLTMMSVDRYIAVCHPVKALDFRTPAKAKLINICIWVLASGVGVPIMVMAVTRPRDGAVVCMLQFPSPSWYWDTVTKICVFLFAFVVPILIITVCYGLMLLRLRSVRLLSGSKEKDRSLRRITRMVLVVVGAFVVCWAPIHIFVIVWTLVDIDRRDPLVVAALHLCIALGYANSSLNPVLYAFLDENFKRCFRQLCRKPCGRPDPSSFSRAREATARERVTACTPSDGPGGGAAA
MOR-DOR inv ag: inverse agonists of MOR-DOR heterodimerization, primary screen, cell-based, luminescence; Mu-type opioid receptor (Homo sapiens) + Delta-type opioid receptor (Homo sapiens), …; cell-based MOR-DOR heterodimer luminescence, inverse agonism; inhibition, % at 9.3 µM; 340,000 tested, 0.21% active; AID 504357, 2011; in the data active = inhibition above about 22%, passing the limit was not always enough;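 also: 0% = cells with DMSO and 100% = wells without cells with DMSO; values of inactives mirror those of a sister screen read the other way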
Tat transport: E. coli Tat export inhibitors, primary screen, MC4100, TorA-mCherry reporter, fluorescence, single point | inhibition, % at 10 µM | 340,000 tested, 0.036% active;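 active = mean replicate inhibition at least 50% and at least half of replicates individually reaching 50%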;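 also: exported cargo escapes ClpAP degradation while cytoplasmic cargo is degraded and loses fluorescence; 0% = median of neutral control wells and 100% = median of NaSCN control wells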
E coli growth: E. coli V3065 growth inhibition, primary screen, counter-screen for AddAB inhibitor project, absorbance, OD600 | 18 h | inhibition, % at 11.9 µM | 330,000 tested, 0.27% active | AID 449728, 2010;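 active = inhibition above the campaign's mean inhibition across all tested compounds plus 3 SD, cut at about 9.9% in these data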;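 also: uninfected addAB+ strain grown without phage in ampicillin broth; 0% = DMSO wells and 100% = ciprofloxacin 0.95 µg/ml wells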
Arr AP2 block: inhibitors of beta-arrestin/AP2 binding, primary screen, biochemical, GPCR trafficking, flow cytometry | AID 504490, 2011 | 340,000 tested, 0.31% active | FITC-arrestin peptide / GST-AP2 beads; AP2 beta2 appendage carries R879A mutation | inhibition, % at 10 µM;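 active = inhibition above a set limit, near 3 SD of compounds lacking own fluorescence, cut at about 54% in these data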;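 also: plate controls were DMSO wells for no effect and 5 µM unlabelled arrestin peptide for full effect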
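Material – GST-tagged AP2 beta2-adaptin appendage (R879A) on 4 µm glutathione beads · Probe or stimulus – fluorescein-tagged arrestin peptide at 50 nM final · Timing – 12 min plus 1 h, RT · Detection – bead flow cytometry, FITC channel · Read-out basis – inhibition as reduced fluorescein signal on beads, percent · Medium – PBS plus Tween 20 (0.05%) and BSA (0.1%)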
phage Ecoli inh: growth loss of phage-infected E. coli, primary screen, RecBCD inhibitor project, absorbance, with phage, HTS | AID 651602, 2012 | inhibition, % at 11.9 µM | 360,000 tested, 0.26% active; in the data active = inhibition above about 11%
* hit, by the source's call; . = not tested or not shown.

item | Molecule | PfHsp90 set2 | DSG3 Ab inh | AddAB inh | PKA-R1A activ | Mot1-301 SUMO | MOR-DOR ag
1 | O=C(c1cc(-c2ccc(F)cc2)on1)N1CCCc2ccccc21 | -13 | 102 | 0.9 | 0 | 6 | 2.0
2 | Cc1nc2ccccn2c1C(=O)NCC(C)C | 7 | 100 | 0.3 | -2 | -19 | -1.2
3 | CCCCN(C)CCCNC(=O)c1ccc2c(c1)NC(=O)C(N1CCOCC1)S2 (stereo unspecified) | -4 | 108 | 3.3 | 18 | 6 | 1.4
4 | CCOC(=O)C1CCN(C(=O)Cn2nc(C)n3cccc3c2=O)CC1 | -3 | 92 | 4.2 | -4 | -4 | -1.4
5 | COc1ccc(CCNC(=O)CCc2cc(OC)c(OC)c(OC)c2)cc1 | 5 | 95 | -3.4 | 0 | -1 | -1.8
6 | COc1cccc(Oc2ccc(N)cn2)c1 | 5 | 105 | 0.7 | 2 | 15 | -2.4
7 | CC[C@@H]1CCCCc2ccccc2[C@@H](C(=O)C[C@H](O)CC(C)=O)OC1=O | -10 | 103 | 0.8 | -8 | -1 | -0.1
8 | CC(C)CC(=O)NC1(C(F)(F)F)C(=O)Nc2c1c(=O)[nH]c(=O)n2Cc1ccco1 (stereo unspecified) | -11 | 75 | 3.4 | 10 | -6 | -2.8
9 | CCOc1ccccc1NC(=O)C(C)N1C(=O)c2ccccc2S1(=O)=O (stereo unspecified) | 2 | 104 | 0.2 | 3 | -13 | 0.9
10 | CNC(=O)N(C1=NCC(C)(C)S1)c1ccc(F)c(Cl)c1 | 10 | 101 | -3.7 | -6 | 15 | 1.2
11 | Cc1cc(Br)c(NC(=O)CN(C)CCOc2ccccc2)c(Br)c1 | -2 | 98 | -0.7 | -5 | . | 1.0
12 | CC(=O)c1ccc(OCCCC(=O)NNC(=O)c2ccccn2)cc1 | 3 | 107 | -5.5 | 5 | -7 | -4.2

item | MOR-DOR inv ag | Tat transport | E coli growth | Arr AP2 block | phage Ecoli inh
1 | -10 | -1 | 0.3 | 8 | 0.5
2 | 9 | 4 | -0.7 | -7 | -0.3
3 | -8 | -1 | 1.3 | 24 | 1.9
4 | 7 | -5 | 0.2 | -11 | -1.0
5 | 10 | -13 | -3.8 | -18 | -2.3
6 | 13 | -5 | -2.4 | 5 | 5.2
7 | 0 | 16 | 0.4 | 18 | 2.5
8 | 16 | -4 | -1.5 | -16 | 1.1
9 | -6 | -4 | -0.8 | 46 | 3.2
10 | -7 | 6 | -1.1 | 26 | 0.7
11 | -5 | -2 | 1.3 | 29 | 2.2
12 | 16 | -11 | -8.8 | -9 | -1.6

Next section
item | Molecule | PfHsp90 set2 | DSG3 Ab inh | AddAB inh | PKA-R1A activ | Mot1-301 SUMO | MOR-DOR ag
13 | O=C(O)/C=C/C(=O)N1CCN(S(=O)(=O)c2cccc(C(F)(F)F)c2)CC1 | -5 | 98 | 4.4 | 18 | 5 | -1.0
14 | CCCN1C(=O)/C(=C/C=C2\N(CC)c3ccccc3C2(C)C)SC1=S | 13 | 228 | 6.3 | 2 | -10 | -1.3
15 | COC(=O)Cc1csc(Nc2c(C)n(C)n(-c3ccccc3)c2=O)n1 | . | 103 | -0.4 | -7 | -13 | -0.9
16 | C=CCN1C(=O)C(Cc2ccc(OC)cc2)S/C1=N/N=C/c1ccco1 (stereo unspecified) | 2 | 92 | -0.6 | 3 | 307 | 1.1
17 | FC(F)(F)c1cccnc1N1CCN(c2ncnc3nc[nH]c23)CC1 | 10 | 105 | 2.0 | 1 | 0 | 0.0
18 | O=C(CNC(=O)C12CC3CC(CC(C3)C1)C2)N1CCN(S(=O)(=O)/C=C/c2ccccc2)CC1 | -12 | 101 | 2.8 | -2 | 1 | 0.3
19 | Cc1cc2oc(=O)cc(-c3ccccc3)c2c(C)c1-c1ccc(O)cc1 | -84 | 103 | 2.0 | 4 | . | 2.4
20 | O=C(Cc1ccccc1)Nc1nnc(SCC(=O)NC2CCCC2)s1 | . | 113 | 5.2 | -9 | 340 | -2.6
21 | O=C(CSc1nnc(COc2ccc(Cl)cc2)n1Cc1ccco1)N1CCNC1=O | 12 | 97 | . | -3 | . | -1.2
22 | O=C(O)c1cccc(NS(=O)(=O)c2cccc(C(=O)Nc3ccccc3[N+](=O)[O-])c2)c1 | 3 | 118 | 2.3 | -3 | 17 | 1.2
23 | CCOc1ccc(CCNC(=O)COC(=O)C2CCN(c3ccc(C(F)(F)F)cn3)CC2)cc1OCC | -9 | 117 | -1.0 | -21 | 11 | 3.5
24 | NC(=O)c1ncn([C@@H]2O[C@H](CNCc3cnc(N4CCOCC4)s3)[C@@H](O)[C@H]2O)n1 | 12 | 112 | . | -11 | . | -1.1

item | MOR-DOR inv ag | Tat transport | E coli growth | Arr AP2 block | phage Ecoli inh
13 | 5 | 3 | 1.9 | -20 | 1.6
14 | 8 | -9 | 3.1 | 5 | 1.1
15 | 5 | -7 | -1.4 | -13 | 2.2
16 | -6 | 0 | -3.4 | -2 | 1.3
17 | 0 | -4 | -0.5 | 6 | 2.4
18 | -2 | 9 | 0.5 | 43 | 2.5
19 | -12 | -2 | 0.9 | 46 | 1.9
20 | 12 | -6 | -0.3 | -21 | -1.2
21 | 8 | -2 | . | -11 | 4.5
22 | -6 | 1 | 0.1 | 8 | 2.0
23 | -19 | 19 | 1.5 | 24 | 0.4
24 | 5 | 1 | . | 11 | 2.5

Molecules from the list above that have an aryl thioether with sulfur outside any ring, in the order listed:
item | Molecule | PfHsp90 set2 | DSG3 Ab inh | AddAB inh | PKA-R1A activ | Mot1-301 SUMO | MOR-DOR ag
20 | O=C(Cc1ccccc1)Nc1nnc(SCC(=O)NC2CCCC2)s1 | . | 113 | 5.2 | -9 | 340 | -2.6
21 | O=C(CSc1nnc(COc2ccc(Cl)cc2)n1Cc1ccco1)N1CCNC1=O | 12 | 97 | . | -3 | . | -1.2

item | MOR-DOR inv ag | Tat transport | E coli growth | Arr AP2 block | phage Ecoli inh
20 | 12 | -6 | -0.3 | -21 | -1.2
21 | 8 | -2 | . | -11 | 4.5

The results go on:
item | Molecule | PfHsp90 set2 | DSG3 Ab inh | AddAB inh | PKA-R1A activ | Mot1-301 SUMO | MOR-DOR ag
25 | COc1ccc(C(=O)NCCCSC)cc1OC1CCN(C(C)C)CC1 | -19 | 101 | -3.4 | -8 | 6 | 0.8
26 | Cc1cc(C)nc(Oc2ccc(Br)cc2)n1 | 10 | 103 | 2.0 | -5 | -8 | -2.7
27 | Cc1ccc(S(=O)(=O)N(C)C)cc1NC(=O)COC(=O)c1ccc(Cl)cc1 | 6 | 105 | 0.9 | 10 | . | -1.9
28 | CCN(CC)CCN(C(=O)/C=C/c1cccs1)c1nc2ccc(OC)cc2s1 | 11 | 101 | . | 1 | . | -2.4
29 | Cc1ccc(CN2CCNC2=O)cc1 | . | 101 | 0.4 | 3 | -22 | -1.8
30 | O=C(/C=C\c1ccco1)Nc1cc([N+](=O)[O-])ccc1F | 13 | 92 | 7.3 | -6 | 5 | -1.4
31 | COCCN(C(=O)COC(=O)CSc1ccc(Cl)cc1)c1c(N)n(CC(C)C)c(=O)[nH]c1=O | . | 105 | . | -7 | . | -3.8
32 | Cc1ccc(C(=O)N2CCCC(c3ccc(Cl)cc3)=N2)cc1 | -18 | 115 | 3.5 | -9 | 159 | 1.9
33 | Cc1ccccc1CCNC(=O)C1CCC(=O)N(Cc2ccc(Cl)cc2)C1 (stereo unspecified) | -8 | 114 | -0.3 | 1 | -18 | -3.2
34 | Cc1ccc(CN2CCN(C(=O)CCC(=O)Nc3nnc(C(C)C)s3)CC2)c(C)c1 | -5 | . | 0.9 | -3 | -9 | 7.4
35 | CCc1nc(SCC(=O)Nc2cc(C)ccc2OC)c2c(C)c(C)sc2n1 | -12 | 110 | 3.8 | -7 | -24 | 0.0
36 | CNc1ccccc1C(=O)OCC(=O)N(CCOC)c1c(N)n(CC(C)C)c(=O)[nH]c1=O | . | 106 | 3.9 | -2 | . | -4.2

item | MOR-DOR inv ag | Tat transport | E coli growth | Arr AP2 block | phage Ecoli inh
25 | -4 | 1 | -3.9 | -2 | 0.0
26 | 14 | -10 | 2.6 | 3 | 0.7
27 | 10 | -6 | 0.6 | 4 | 1.1
28 | 13 | -1 | . | -4 | 2.5
29 | 9 | 8 | 1.4 | 0 | 2.2
30 | 8 | -11 | 1.8 | 17 | 2.5
31 | 20 | -5 | . | -5 | 1.8
32 | -10 | 16 | 1.6 | -15 | 3.8
33 | 18 | 0 | 0.5 | -15 | -2.7
34 | -38 | 8 | -3.1 | 11 | 2.8
35 | 0 | 0 | -0.1 | 19 | 1.5
36 | 22 | -8 | 3.1 | -9 | 2.6

Ordered by value in PKA-R1A activ (low to high): three from the list above.
entry | compound | PKA-R1A activ
34 | Cc1ccc(CN2CCN(C(=O)CCC(=O)Nc3nnc(C(C)C)s3)CC2)c(C)c1 | -3
36 | CNc1ccccc1C(=O)OCC(=O)N(CCOC)c1c(N)n(CC(C)C)c(=O)[nH]c1=O | -2
27 | Cc1ccc(S(=O)(=O)N(C)C)cc1NC(=O)COC(=O)c1ccc(Cl)cc1 | 10

Next section
item | Molecule | PfHsp90 set2 | DSG3 Ab inh | AddAB inh | PKA-R1A activ | Mot1-301 SUMO | MOR-DOR ag
37 | O=C(Nc1ccccc1C(=O)N1CCOCC1)C1COc2ccccc2O1 (stereo unspecified) | . | 100 | 0.8 | -13 | -10 | -2.4
38 | Cc1ccc(Nc2nc(N)nc(-c3oc4ccccc4c3C)n2)cc1 | . | 113 | -1.7 | -7 | -4 | 1.9
39 | O=C(O)c1cc2c(cc1Br)OCCCO2 | 13 | 104 | 2.9 | -6 | -9 | 0.5
40 | CCc1cc(=O)oc2cc(OCc3ccc(C(=O)O)o3)ccc12 | -31 | 161 | -0.6 | -2 | -11 | -1.7
41 | CCCCC(=O)NC(=S)Nc1cccc(NC(=O)CC)c1 | 33 | 100 | 0.7 | -5 | . | -0.9

item | MOR-DOR inv ag | Tat transport | E coli growth | Arr AP2 block | phage Ecoli inh
37 | 13 | 3 | 0.2 | 15 | 5.6
38 | -9 | -4 | -1.9 | -7 | .
39 | -3 | 12 | 2.5 | 17 | 3.0
40 | 8 | 18 | 1.4 | -2 | 2.4
41 | 5 | 3 | -1.1 | 9 | 3.9
